# mIAP block: blocks mouse intestinal alkaline phosphatase; 330,000 tested, 0.2% active; AID 2806; purified mouse IAP, CDP-Star luminescence, 30 min; inhibition, % at 10 µM;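 active = inhibition of at least 40% at 10 µM in the primary screen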;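 note: plate controls were DMSO with enzyme for no effect and no enzyme wells for full effect; values of inactives mirror those of a sister screen read the other way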
# NLRP3 yeast inh: blocks the NALP3 inflammasome reconstituted in yeast; 330,000 tested, 0.39% active; Yeast reconstituted NLRP3/ASC/caspase-1, beta-gal luminescence, 24 h; inhibition, % at 10 µM;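 active = inhibition of 50% or more; inactive = inhibition below 50%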;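 note: plate controls were induced DMSO wells for no effect and uninduced yeast grown without galactose for full effect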
# A3G deaminase: inhibitors of human APOBEC3G DNA deaminase | Q9HC16 | AID 493012 | 330,000 tested, 0.28% active | recombinant A3G, ssDNA deamination FAM/TAMRA fluorescence | inhibition, % at 20 µM;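 active = inhibition of at least 40% at 20 µM, with no more than 30% in the related APOBEC3A deaminase screen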;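 note: plate controls were DMSO wells with A3G for no effect and wells lacking A3G enzyme for full effect; some compounds called inactive have numbers as strong as hits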
# Target sequence (Q9HC16 whole entry, looked up): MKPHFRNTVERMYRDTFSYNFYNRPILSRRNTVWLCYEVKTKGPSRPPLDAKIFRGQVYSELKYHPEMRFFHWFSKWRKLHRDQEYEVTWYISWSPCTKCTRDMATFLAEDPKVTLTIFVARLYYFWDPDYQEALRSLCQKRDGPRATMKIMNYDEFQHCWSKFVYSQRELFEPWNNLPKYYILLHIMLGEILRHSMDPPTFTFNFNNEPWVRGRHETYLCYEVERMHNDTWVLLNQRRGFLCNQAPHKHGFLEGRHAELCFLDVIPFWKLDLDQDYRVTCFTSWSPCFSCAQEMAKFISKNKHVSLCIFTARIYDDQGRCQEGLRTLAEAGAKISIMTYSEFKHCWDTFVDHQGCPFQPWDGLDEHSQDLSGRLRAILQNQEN
# APOBEC3A inh: blocks human APOBEC3A ssDNA deamination | P31941 | recombinant A3A, FAM/TAMRA ssDNA deamination fluorescence | inhibition, % at 20 µM | 330,000 tested, 0.41% active;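 active = at least 40% inhibition at 20 µM here, with at most 30% in a related deaminase screen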;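 note: plate controls were A3A with DMSO for no effect and wells lacking A3A enzyme for full effect; some results filed as inactive read as strong as hits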
# SENP1 inh: SENP1 (human) catalytic domain inhibition | 360,000 tested, 0.21% active | recombinant SENP1 catalytic domain, CyPet-SUMO1-YPet FRET cleavage | inhibition, % at 10 µM | Q9P0U3;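 active = inhibition at least 30% at 10 µM, raw YFP signal under a set limit, fluorescence ratio 0.5 to 1.5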;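 note: 0% = enzyme with DMSO and 100% = no enzyme wells; some results filed as inactive read as strong as hits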
#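 Test system: hSENP1 catalytic domain, recombinant; Amount: 20 pM final SENP1 enzyme; Medium: Tris pH 8 buffer plus EDTA, NaCl, BME, BSA, NP40, catalase; Schedule: 50 min enzyme reaction, room temperature, light-protected; Technique: FRET fluorescence in CFP and YFP emission channels; Controls: no-enzyme wells low, DMSO-plus-enzyme wells high control.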
# MIN6 prolif: induces beta-cell replication in MIN6 cells; MIN6 cells proliferation, ATPlite luminescence, 48 h; cells starved in 0.2% serum; 100% = growth in 10% serum; proliferation, % at 10 µM; 330,000 tested, 0.29% active; AID 2380;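 active = compounds whose signal lies at least 3.5 SD above the mean of all wells on their plate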;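 note: 0% = DMSO-treated cells in low-serum medium and 100% = 10% serum control; some compounds called inactive have numbers as strong as hits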
# hIAP activ: increases human intestinal alkaline phosphatase activity. P09923. purified human IAP, CDP-Star luminescence, 30 min; hits give high values; 1 = vehicle-only enzyme, 0 = enzyme-free background. activation factor at 10 µM. 330,000 tested, 0.16% active;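 active = activation factor of the enzyme at least 2-fold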; note: the source names both 10 and 20 µM as test concentration; values of inactives mirror those of a sister screen read the other way
# Target sequence (P09923 whole entry, looked up): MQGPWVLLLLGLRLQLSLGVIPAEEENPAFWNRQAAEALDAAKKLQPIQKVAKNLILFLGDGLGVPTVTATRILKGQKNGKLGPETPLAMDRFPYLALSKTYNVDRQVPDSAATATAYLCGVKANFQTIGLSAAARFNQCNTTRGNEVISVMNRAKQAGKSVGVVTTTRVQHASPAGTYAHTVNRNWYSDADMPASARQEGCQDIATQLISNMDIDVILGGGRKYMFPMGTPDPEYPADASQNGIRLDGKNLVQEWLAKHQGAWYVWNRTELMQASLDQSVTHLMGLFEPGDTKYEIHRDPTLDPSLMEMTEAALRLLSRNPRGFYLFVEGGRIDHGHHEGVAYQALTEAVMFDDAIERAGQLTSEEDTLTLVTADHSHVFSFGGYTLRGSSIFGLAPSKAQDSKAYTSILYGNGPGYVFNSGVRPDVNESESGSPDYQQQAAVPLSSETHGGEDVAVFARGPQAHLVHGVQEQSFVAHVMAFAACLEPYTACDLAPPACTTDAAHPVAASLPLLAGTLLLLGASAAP
# hIAP block: human IAP inhibition | P09923 | purified IAP, CDP-Star luminescence, 30 min | inhibition, % at 10 µM | 330,000 tested, 0.12% active | AID 2544;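 active = inhibition reaching a set limit with compound at 10 µM in the primary screen, cut at about 35% in these data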;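 note: plate controls were DMSO wells with enzyme for no effect and no-enzyme buffer wells for full effect; values of inactives mirror those of a sister screen read the other way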
# mIAP act: increases mouse intestinal alkaline phosphatase activity. muIAP, CDP-Star luminescence, 30 min; hits give high values; 1 = vehicle-only enzyme signal, 0 = enzyme-free wells. activation factor at 10 µM. 330,000 tested, 0.24% active;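 active = activation factor of at least 2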; note: the source names both 10 and 20 µM as test concentration; values of inactives mirror those of a sister screen read the other way
#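 Assay system: mouse IAP enzyme; Reagent: CDP-Star chemiluminescent phosphatase substrate; Compound: DMSO-dissolved test compounds; Incubation: 30 min, room temperature; Technique: luminescence from enzymatic CDP-Star hydrolysis; Controls: DMSO-only wells and no-enzyme negative control.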
# The depositor's hits bear a star; . = not tested or not shown; & = joins results of further samples. These rows are one share of the data; rates above refer to the full screens.
SMILES,mIAP block,NLRP3 yeast inh,A3G deaminase,APOBEC3A inh,SENP1 inh,MIN6 prolif,hIAP activ,hIAP block,mIAP act
CCc1c(C)nc2nc(SCc3ccccc3)[nH]n2c1=O,2,9,-8,-4,0,-2,0.99,1,0.98
CCCCCc1ccc(-c2cn(CCCOCc3ccccc3)nn2)cc1,20,18,-7,-1,1,-7,0.89,12,0.8
Nc1nc(N2CCN(c3ccccc3)CC2)n[nH]1,4,-1,-5,-5,-3,-4,0.92,8,0.96
CCCCOc1ccc(N2C(=O)CC(N(O)c3ccccc3)C2=O)cc1 (configuration not stated),-1,3,-5,-5,1,-4,1.1,-7,1
Cc1ccc(Nc2c(-c3cccnc3)nc3ccc(Br)cn23)cc1,-1,-10,-3,1,-2,-4,0.85,15,1
OCCNCCOCCOc1ccccc1-c1ccccc1,2,-9,-9,-5,0,0,0.99,1,0.98
CC(CC(=O)O)CC(=O)Nc1cccc([N+](=O)[O-])c1 (configuration not stated),2,16,-2,1,0,1,0.98,2,0.98
NC(=O)CC[C@H](NC(=O)c1ccc(F)cc1)C(=O)N1CCN(Cc2ccc3c(c2)OCO3)CC1,6,8,-3,-1,2,0,0.91,9,0.94
CCN1C(=O)c2cccc3c(NC(=O)C(C)(C)C)ccc1c23,-6,9,-7,-2,-16,0,1.1,-10,1.1
O=C(c1ccco1)N1N=C(c2ccncc2)CC1(O)C(F)(F)F (configuration not stated),-6,16,2,29,5,3,1.1,-5,1.1
Cc1ccc(C(=O)OCC(=O)N2CCc3ccccc32)cc1,-22,18,-5,4,0,0,0.96,4,1.2
Cc1cc(C)n2nc(SCc3cc(=O)oc4cc(C)c(C)cc34)nc2n1,5,5,-6,-2,.,2,0.93,7,0.95
O=C(c1ccccc1)n1ccc2ccccc21,-3,21,0,6,1,-4,0.89,11,1
COC1=CC(=O)CC(C)C12Oc1c(Cl)c(OC)cc(OC)c1C2=O (configuration not stated),-2,14,-5,0,0,-2,0.8,20,1
CCCC(=O)Nc1cc2c3c(c1)CC(=O)N3CCC2,-5,2,13,9,1,-3,0.94,6,1
O=C(c1nc2ccccn2c1CN1CCN(c2ccccc2O)CC1)N1CCCC1,3,1,-5,-2,0,1,1,0,0.97
O=C(Cn1nnc(-c2cc(C(F)(F)F)cc(C(F)(F)F)c2)n1)NNC(=S)Nc1ccc(Cl)cc1,-1,1,-2,-2,2,0,1.3,-29,1
O=C(Cn1c(=O)sc2ccccc21)NCc1ccco1,-6,9,-5,-4,0,0,0.98,2,1.1
COc1ccc(N2C(N)=NC(N)=NC23CCCC3)cc1,4,8,-5,-3,1,0,0.89,11,0.96
O=C(CN1CCN(C(=O)CNC(=O)c2ccc3c(c2)OCO3)CC1)Nc1ccc(F)cc1,-14,4,-5,3,-1,-3,0.94,6,1.1
O=C(Nc1cccc(Cl)c1)OCc1cn(-c2ccccc2)nn1,-6,24,-8,-5,0,-3,0.86,14,1.1
O=C(Nc1ccc2c(c1)OCCO2)c1cccnc1Oc1ccc(Cl)cc1,-1,32,-1,1,1,-1,0.93,7,1
CN(Cc1ccccc1F)C(=O)COc1ccc(C(=O)c2ccccc2)cc1,4,8,5,22,1,0,1.1,-6,0.96
N#Cc1ccc(S(=O)(=O)N2CCN(CC(=O)NCC3(N4CCOCC4)CCCCC3)CC2)cc1,1,-1,0,3,0,-4,0.91,9,0.99
Cc1cc2nc(C)n(CCCNC(=O)Nc3ccccc3)c2cc1C,-16,16,-6,-1,3,-3,1,-3,1.2
O=C(OCCCOC(=O)c1cc[n+]([O-])cc1)c1cc[n+]([O-])cc1,0,5,-8,-3,1,2,0.91,9,1
Cc1c(N2C(=O)C(=O)/C(=C(/O)c3ccc(Br)cc3)C2c2cccnc2)c(=O)n(-c2ccccc2)n1C (configuration not stated),4,3,-6,-2,1,-4,1,-2,0.96
COc1ccc(N2CC(C(=O)NCCc3ccc(Cl)cc3)CC2=O)c(OC)c1 (configuration not stated),5,6,-7,0,-1,-2,0.94,6,0.95
N/C(=N\OC(=O)Cc1ccc(-c2ccccc2)cc1)c1cccc([N+](=O)[O-])c1,2,13,-4,0,2,-1,0.91,9,0.98
CCOc1ccc(C(C)=O)cc1CN1C(=O)C(=O)N(CC)C1=O,10,10,-7,4,-2,1,0.96,4,0.9
COc1ccc(C(=O)Nc2nc3ccccc3[nH]2)cc1OC,4,9,-8,10,-1,-2,0.97,3,0.96
COC(=O)C(C)Sc1nnc(Cc2cc(=O)[nH]c(=O)[nH]2)n1-c1cc(C)ccc1C (configuration not stated),-12,9,-6,0,-12,2,0.83,17,1.1
O=C(CSc1nc(-c2ccccc2)cs1)NCCN1C(=O)CSC1=O,2,8,-7,0,3,-3,0.95,5,0.98
Cc1cc(C)c(C(N)=O)c(SCC(=O)c2cc(C)c(C)cc2C)n1,5,12,-2,4,1,0,0.87,13,0.95
COc1ccc(CN2CCN(C(=O)c3cccs3)CC2)cc1,-6,16,-5,0,0,-2,1.1,-11,1.1
O=C(NC(=S)Nn1cnnc1)c1ccccc1Br,16,1,0,2,3,-4,1.1,-6,0.84
Cc1cccc(CC(=O)Nc2c3c(nn2-c2cccc(Cl)c2)CS(=O)C3)c1 (configuration not stated),-3,3,-6,-2,2,2,0.99,1,1
Cc1cccc(NC(=O)c2csnn2)n1,1,7,-8,-2,0,-1,1,-1,0.99
Cc1noc(C)c1COC(=O)c1ccc2ccccc2n1,-16,13,-5,-2,2,0,1,-1,1.2
Cc1cc(CN2CCCCC2)oc1C(=O)O,2,14,-2,-2,-1,-3,1,-1,0.98

# Single entries from above.
# `COc1ccc(CN2CCN(C(=O)c3cccs3)CC2)cc1` @ hIAP block: -11
# `O=C(NC(=S)Nn1cnnc1)c1ccccc1Br` @ APOBEC3A inh: 2

# The list goes on:
SMILES,mIAP block,NLRP3 yeast inh,A3G deaminase,APOBEC3A inh,SENP1 inh,MIN6 prolif,hIAP activ,hIAP block,mIAP act
O=C1OCCN1CC(=O)N1CCc2c([nH]c3ccccc23)C1c1ccccn1 (configuration not stated),2,11,-2,2,-14,-1,1.1,-5,0.97
Cn1c(=NC(=O)CN2C(=O)C3CC=CCC3C2=O)sc2ccccc21 (configuration not stated),1,-2,-5,-3,2&0,-1,0.93,8,0.99
COc1cc(C2C(C(=O)N3CCOCC3)=C(C)NC3=C2C(=O)CCC3)ccc1OC(C)=O (configuration not stated),2,-6,-4,-1,1,-3,0.84,16,0.98
CCc1cccc2sc(N3CCN(C(=O)c4ccc([N+](=O)[O-])o4)CC3)nc12,12,47,-11,-5,3,-6,0.96,4,0.89
Cc1ccc2nc(NC(=O)CSc3ncnc4c3oc3ccccc34)sc2c1,1,-8,1,-1,-3,-2,1.1,-12,0.99
COc1c(OC(C)=O)ccc(/C=C/c2ccc3cccc(OC)c3n2)c1[N+](=O)[O-],6,17,-8,1,0,0,0.95,5,0.94
COc1ccc([C@H]2CC(=O)C=C(c3cc(Cl)ccc3OC)C2)cc1,12,11,-3,0,3,-7,0.99,0,0.88
Cc1cc(C)cc(NC(=O)CN2CCC(NC(=O)c3cccc(F)c3)CC2)c1,-10,-10,-10,-7,2,-1,1.2,-18,1.1
COCCn1c(-c2ccccc2)cnc1SCC(=O)Nc1cccc2ccccc12,4,11,-6,-2,3,1,0.97,3,0.95
CN=C(N)NCCC[C@H](N)C(=O)O,3,13,-3,0,-2,-3,1.1,-8,0.97
C=CCN1C(=O)c2ccccc2Sc2ccc(C(=O)NCCC)cc21,7,7,-7,-2,1,-2,0.85,15,0.93
CCC(C(=O)Nc1ccccc1-c1ccccc1)c1ccccc1 (configuration not stated),2,5,-3,1,1,0,1,-3,0.98
Cc1ccc([N+](=O)[O-])cc1S(=O)(=O)Nc1ccc(C(=O)N(C)C)cc1,6,8,-5,-1,2,-1,0.97,2,0.94
COc1cccc(NC(=O)C2C3C=CC(O3)C2C(=O)O)c1 (configuration not stated),-9,13,-2,-3,-1,-2,1.1,-7,1.1
Cc1ccc(C)c(Cn2nnc3c(=O)[nH]c(C4CCCN(C(=O)c5cccs5)C4)nc32)c1 (configuration not stated),7,12,-15,-3,3,0,0.86,14,0.93

# Entries shown so far that have an aryl methoxy group:
SMILES,mIAP block,NLRP3 yeast inh,A3G deaminase,APOBEC3A inh,SENP1 inh,MIN6 prolif,hIAP activ,hIAP block,mIAP act
COC1=CC(=O)CC(C)C12Oc1c(Cl)c(OC)cc(OC)c1C2=O (configuration not stated),-2,14,-5,0,0,-2,0.8,20,1
COc1ccc(N2C(N)=NC(N)=NC23CCCC3)cc1,4,8,-5,-3,1,0,0.89,11,0.96
COc1ccc(N2CC(C(=O)NCCc3ccc(Cl)cc3)CC2=O)c(OC)c1 (configuration not stated),5,6,-7,0,-1,-2,0.94,6,0.95
COc1ccc(C(=O)Nc2nc3ccccc3[nH]2)cc1OC,4,9,-8,10,-1,-2,0.97,3,0.96
COc1ccc(CN2CCN(C(=O)c3cccs3)CC2)cc1,-6,16,-5,0,0,-2,1.1,-11,1.1
COc1cc(C2C(C(=O)N3CCOCC3)=C(C)NC3=C2C(=O)CCC3)ccc1OC(C)=O (configuration not stated),2,-6,-4,-1,1,-3,0.84,16,0.98
COc1c(OC(C)=O)ccc(/C=C/c2ccc3cccc(OC)c3n2)c1[N+](=O)[O-],6,17,-8,1,0,0,0.95,5,0.94
COc1ccc([C@H]2CC(=O)C=C(c3cc(Cl)ccc3OC)C2)cc1,12,11,-3,0,3,-7,0.99,0,0.88
COc1cccc(NC(=O)C2C3C=CC(O3)C2C(=O)O)c1 (configuration not stated),-9,13,-2,-3,-1,-2,1.1,-7,1.1

# Bioassay records as filed in PubChem.
